Platelet DG rel: modulates dense granule release in human platelets | AID 1663 | inhibition, %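 (compounds screened at 7.5 µM in platelet-rich plasma)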 | hit rate 0.22% among 300,000 | human platelet-rich plasma, SFLLRN dense granule ATP release, luminescence;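 active = mean replicate score, as percent of positive control, at or above 50; inconclusive = mean below 50 but at least one replicate at or above 50; inactive = mean and every replicate below 50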
HSF1 inh: HSF1 inhibition | NIH3T3-HGL HSE-luciferase, MG132-induced, luminescence 8 h; hits give low values | activity change, negative = inhibition, % at 7.5 µM (by protocol) | hit rate 0.77% among 300,000;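 active = more than half of replicate wells show activity change below -50%, luminescence cut by over half; inconclusive = some wells, but at most half, below -50%; inactive = no replicate well below -50%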;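 note: luciferase reports HSF-1 transcriptional activity via heat shock element; 0% = median of DMSO wells and -100% = zero luminescence signal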
HSP90 inh: inhibitors of HSP90 luciferase refolding in rabbit reticulocyte lysate; luciferase refolding luminescence, 3 h; hit rate 0.91% among 290,000; AID 1789; inhibition, % at 5.6 µM;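 active = inhibition above the screen-wide mean plus 3 SD, computed separately per campaign, cut at about 16% in these data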;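 note: 0% = DMSO wells and 100% = 60 µM geldanamycin wells; inhibitors lower the luminescence because luciferase stays unfolded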
GSK3beta inhib: blocks human GSK3beta kinase activity; P49841; activity score (negative = inhibition), % at 10 µM; GST-GSK3beta kinase, ADP-Glo luminescence, 60 min; hits give low values; hit rate 0.038% among 300,000; AID 2097;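 active = more than half of replicate wells score below -50%, meaning over 50% inhibition versus plate controls; inconclusive = some replicates but at most half score below -50%; inactive = no replicate scores below -50%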;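 note: 0% = median DMSO wells and -100% = median GW8510 positive control wells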
Target sequence (P49841 whole entry, looked up): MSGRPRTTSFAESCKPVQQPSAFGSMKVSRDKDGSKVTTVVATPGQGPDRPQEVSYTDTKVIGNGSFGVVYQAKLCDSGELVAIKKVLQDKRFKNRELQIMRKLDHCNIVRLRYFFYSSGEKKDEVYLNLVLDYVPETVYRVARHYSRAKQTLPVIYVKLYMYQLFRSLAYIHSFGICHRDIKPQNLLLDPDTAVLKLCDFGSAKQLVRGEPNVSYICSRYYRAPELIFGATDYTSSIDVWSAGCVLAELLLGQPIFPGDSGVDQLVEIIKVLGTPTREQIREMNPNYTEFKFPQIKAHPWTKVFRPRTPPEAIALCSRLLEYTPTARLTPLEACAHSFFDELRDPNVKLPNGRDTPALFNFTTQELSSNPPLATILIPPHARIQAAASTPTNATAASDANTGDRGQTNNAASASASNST
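test system = GST-tagged human GSK3beta kinase, cell-free | reagent = 25 µM ATP with peptide substrate | dosing = one dose of 10 µM per compound | schedule = 60 min reaction, RT | detection = luminescent ADP-Glo measurement of ADP formed | control set = DMSO neutral wells and GW8510 at 20 µM as positive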
GSK3A inh: inhibitors of human GSK-3 alpha kinase | inhibition, % at 10 µM | ADP-Glo luminescence, 60 min | AID 2650 | hit rate 0.1% among 320,000;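 in the data active = inhibition above about 50%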;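 note: GST-tagged GSK-3 alpha with peptide substrate and 25 µM ATP; 0% = DMSO neutral wells and 100% = GW8510 positive control wells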
AI-2 QS modul: modulates the Vibrio harveyi AI-2 quorum sensing system; activity change, % at 7.5 µM; Vibrio harveyi JMH597 AI-2 luminescence/OD600 ratio, 9 h; hits give low values; strain lacks LuxN and CqsS sensors; 0 = neutral-control median; hit rate 0.4% among 300,000; AID 2094; in the data active = activity change below about -75%, passing the limit was not always enough; inconclusive = no clear call, values can overlap the other calls;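 note: luminescence divided by OD600 gain over 9 h not by final OD600 alone; inactives centre near 13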
PolyA inh: blocks polyadenylation in yeast reporter cells | calls only at 12 µM | hit rate 0.02% among 300,000 | AID 1875 | S. cerevisiae SKY197-pL101 polyadenylation reporter, beta-gal luminescence; efflux-impaired pdr1/pdr3 knockout yeast; score 100 = 6 SD above DMSO;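 active = lowest replicate activity score at least 50, where 100 means six control SD above control mean; inconclusive = lowest score under 50 but half or more replicates reach 50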;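 note: yeast exposed to compound for 9 h at 30 °C; higher score means more reporter readthrough which indicates perturbed polyadenylation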
DYRK1A inh: Dyrk1A (rat) kinase inhibition; ADP-Glo luminescence, NFATc1 peptide; inhibition, % at 12.5 µM; hit rate 0.43% among 310,000; AID 504441; in the data active = inhibition above about 50%;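 note: plate controls were vehicle with enzyme for no effect and no enzyme for full effect; many of its hits are not listed in these tables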
HDAC3 inh: human HDAC3 inhibition; recombinant HDAC3, fluorogenic peptide/trypsin coupled, fluorescence; inhibition, % at 8.3 µM; hit rate 0.15% among 320,000; in the data active = inhibition above about 26%, passing the limit was not always enough; inconclusive = no clear call, values can overlap the other calls
Target sequence (O15379 whole entry, looked up): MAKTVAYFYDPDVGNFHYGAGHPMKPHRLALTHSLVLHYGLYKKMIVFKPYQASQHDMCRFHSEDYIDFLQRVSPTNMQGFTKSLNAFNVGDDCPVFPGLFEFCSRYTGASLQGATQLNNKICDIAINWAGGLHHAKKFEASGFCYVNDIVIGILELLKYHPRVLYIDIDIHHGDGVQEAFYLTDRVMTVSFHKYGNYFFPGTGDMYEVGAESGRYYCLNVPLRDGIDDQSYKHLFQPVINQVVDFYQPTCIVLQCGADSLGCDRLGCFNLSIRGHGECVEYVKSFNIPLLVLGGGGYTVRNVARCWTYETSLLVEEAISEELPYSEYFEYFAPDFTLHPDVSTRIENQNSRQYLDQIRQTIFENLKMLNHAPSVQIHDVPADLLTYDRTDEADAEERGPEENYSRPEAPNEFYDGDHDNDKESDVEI
HSF-1 act: increases HSF-1 driven luciferase reporter signal; NIH3T3-HGL HSF-1 luciferase reporter, MG132, 8 h; 100% = twice DMSO control signal; hit rate 1.7% among 300,000; activation, % at 9 µM;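 active = mean replicate activation of at least 50% with a set share of replicates each reaching 50%; inconclusive = only one of those two conditions met; inactive = mean below 50% and too few replicates reaching it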;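 note: 0% = median of the neutral control wells and 100% = twice that signal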
* marks the source's active call; other numbers are inactive results; i = inactive; ? = inconclusive; . = not tested or not shown; & = joins results of further samples.

item	Structure	Platelet DG rel	PolyA inh	AI-2 QS modul	HDAC3 inh	HSF-1 act	HSF1 inh	GSK3beta inhib	HSP90 inh	GSK3A inh	DYRK1A inh
1	FC(F)(F)c1ccc(-n2cn[nH]c2=S)cc1	13	i	0	-7	-4	3	-24	-3	-5	3
2	CCN(c1ccccc1)c1ncnc2c1cnn2-c1ccccc1	-28	i	5	6	39	23	1	-5	-1	-3
3	O=C(NCCO)/C(=C/c1ccco1)NC(=O)c1ccco1	1	i	-12	-3	1	-2	0	.	-1	.
4	CCc1nc2n(n1)C(O)c1cc([N+](=O)[O-])ccc1S2 (centres undefined)	8	i	10	9	6	-2	0	1	0	1
5	Cn1c(CSCc2ccccc2)nnc1SCC(=O)Nc1ccc(C(=O)O)cc1	0	i	40	-3	16	3	2	-1	-2	1
6	COc1ccc(OC)c(S(=O)(=O)N2C(C)CCCC2C)c1 (centres undefined)	-2	i	-7	-2	-11	-3	-6	1	-2	0
7	CC(C)Nc1nc(NC(C)C)nc(N(C#N)CCOc2ccc(Cl)cc2Cl)n1	-14	i	13	-1	-7	-6	0	5	1	-4
8	Cc1ccc(Cn2nc(C)c3cc(C(=O)OCC(N)=O)sc32)cc1	1	i	10	0	14	4	4	4	21	2
9	COc1cc(Cl)c(S(=O)(=O)NCCCN2CCOCC2)cc1Cl	4	i	6	-9	-2	3	1	4	-1	-2
10	O=C(CN1C(=O)c2ccccc2C1=O)NCC(=O)OCC(=O)c1cccc([N+](=O)[O-])c1	-3	i	31	-8	.	.	2	-2	-1	1
11	Cc1ccc2nc(NCc3ccccc3)[nH]c2c1	-5	i	18	-1	233*	146	-1	3	0	3
12	COc1ccc(-c2oc3ccc(-c4ccc5c(c4)OCO5)cc3c2C#CC2(O)CCCCC2)cc1	0	.	19	-6	-2	-7	3	.	1	-3
13	CCc1c(C(=O)Nc2ccc(OC)c(Cl)c2)[nH]c(C)c1C(C)=O	-7	i	-12	1	4	-3	0	1	-1	-7
14	COc1ccc(CCNC(=O)c2cc3cc(F)ccc3nc2C)cc1OC	13	i	15	-3	-7	2	-3	.	-5	4
15	Cc1nc(C)c(CC(=O)N2CCc3c([nH]c4ccccc34)C2c2ccccn2)s1 (centres undefined)	-4	i	6	6	-17	-2	-1	1	-2	7
16	Cc1cccc(Nc2ncccc2C(=O)NCc2cccs2)c1C	9	i	-13	5	46	8	4	-2	2	-10
17	Cc1ccc(Nc2nnc(SCC(=O)Nc3ncc(C(F)(F)F)cc3Cl)s2)cc1	7	i	27	3	6	-9	11	-2	-3	-2
18	C=CCOc1c(CNC2CCCC2)cc(Cl)cc1OC	-4	i	17	.	-35	-12	-3	-1	-2	1
19	Cc1cc(NC(=O)CSc2nnnn2Cc2ccccc2)no1	.	i	-5	1	-17	5	3	2	2	-16
20	Cc1ccc(NS(=O)(=O)c2cc(-c3cc(C)no3)ccc2C(C)C)nc1	1	i	20	-15	-33	-27	2	-3	-3	-3
21	O=S(=O)(Nc1cccc2ccccc12)c1ccccc1	0	i	8	.	61*	52	3	-3	.	6
22	COC(=O)c1cc(NC2c3ncccc3C(=O)N2Cc2ccccc2)cc(C(=O)OC)c1 (centres undefined)	9	i	37	0	7	-5	0	2	-4	-1
23	CCCCOc1ccc(Cc2n[nH]c(=S)n2N)cc1	-21	i	21	1	18	2	-2	1	0	-4
24	COC(=O)c1c(NC(C)=O)sc(C)c1C	14	i	-6	.	-4	2	-1	-3	0	-3
25	CC(C)n1c(SCC(=O)Nc2ccc(F)cc2)nnc1C1CC1	0	i	9	-1	0	2	-6	-2	1	3
26	CCc1cccc(NS(=O)(=O)c2ccc3c(c2)CCC(=O)N3)c1	1	i	28	-6	7	-5	1	2	2	-2
27	N#Cc1ccc(NC(=O)c2cccs2)nc1	0	.	11	-2	6	4	2	-2	4	10
28	CCC(=O)N1N=C(c2ccc(C)o2)CC1c1ccc(Br)cc1 (centres undefined)	2	i	23	5	13	13	-8	3	-2	-1
29	COc1ccccc1N(CC(=O)NC1CCCC1)C(=O)CCCC(=O)Nc1ccccn1	4	i	11	.	5	5	0	-1	.	-2
30	O=C(/C=C/Nc1cccc(F)c1)c1ccco1	13	i	24	0	40	27	-1	-3	-1	2
31	O=C(COc1ccccc1[N+](=O)[O-])Nc1cccc(C(=O)Nc2ccccc2C(=O)O)c1	12	i	19	-2	-36	-32	1	2	-5	5
32	CCOC(=O)c1[nH]c(C)c(C(=O)C(C)C)c1C	3	i	5	-4	6	10	2	-3	-5	-11
33	O=C(/C=C/c1cccs1)c1ccc(N2CCOCC2)cc1	32	i	19	11	-48	-37	0	31*	-2	-1
34	COc1ccc(-c2cc(CNC(=O)CN(C)Cc3ccccc3)on2)cc1	-14	i	-8	5	9	5	1	0	-2	-1
35	Clc1ccccc1CN1CCN(/N=C/C=C/c2ccco2)CC1	13	i	12	11	26	14	0	9	0	10
36	CC1OC(OCC2OC(Oc3c(-c4ccc(O)cc4)oc4cc(O)cc(O)c4c3=O)C(O)C(O)C2O)C(O)C(O)C1O (centres undefined)	0	i	16	3	-2	5	-22	4	12	53*
37	CCOc1ccc(NC(=O)CN(C)C(=O)COc2cccc(CC)c2)cc1OCC	-1	i	27	7	-14	4	2	.	-2	3
38	COCCNC(=S)N(CCc1c(C)[nH]c2ccc(C)cc12)Cc1cc(OC)c(OC)c(OC)c1	-2	i	0	8	-10	-1	3	5	-3	2
39	COc1ccc(C2C(C(=O)Nc3cccc(C)n3)c3ccccc3C(=O)N2C)cc1OC (centres undefined)	.	.	.	5	.	.	.	8	-2	2
40	O=C(c1sc2ccccc2c1Cl)N1CCN(c2ccc(F)cc2)CC1	-5	i	-7	6	-18	-6	-1	3	-2	23
41	COc1ccccc1/C=C/c1nc(S(=O)(=O)c2ccccc2)c(N2CCC(C(N)=O)CC2)o1	19	i	18	-7	6	-5	-1	0	-3	-2
42	CCN(CC)S(=O)(=O)c1cc(C(=O)OCC(=O)Nc2cccc(S(=O)(=O)N(C)C)c2)ccc1F	-1	i	35	?	8	-4	1	1	-3	-3
43	COc1ccc(C(NC(=O)CC(C)C)NC(=O)CC(C)C)cc1OC	1	i	11	-14	-9	2	3	2	-2	-9
44	CC1=C(C(=O)N2CCN(C(=O)c3ccco3)CC2)C2(CCC(C)CC2)OC1=O (centres undefined)	3	i	22	-3	1	-3	1	-2	-2	-3
45	O=C(COc1ccc2c(c1)OCO2)Nc1ccc2c(c1)oc1ccccc12	-1	i	16	-4	-13	6	2	-1	.	7
46	O=C(c1ccco1)N1CCN(C(c2cccs2)c2sc3ncnn3c2O)CC1 (centres undefined)	0	i	17	.	-3	2	1	1	2	-8
47	CC(Sc1ccc(Cl)cc1)C(=O)NCC(c1ccco1)N1CCCCC1 (centres undefined)	4	i	18	?	7	5	0	.	-1	-3
48	CS(=O)(=O)NCCCCNc1ccc(C(F)(F)F)cc1[N+](=O)[O-]	9	i	32	6	0	-4	-4	-1	7	6
49	Cc1nc2ccc(NC(=O)NCCO)cc2s1	0	i	31	4	-40	-35	4	2	-1	-2
50	CC(C)COCC(O)CCC(=O)NNC(=S)Nc1ccccc1 (centres undefined)	4	i	12	0	7	-13	-3	3	-1	-2
51	COc1cccc(-n2cnc(=O)c3cccnc32)c1	-5	i	4	-6	0	-5	0	-2	2	.
52	COc1ccc([N+](=O)[O-])cc1NS(=O)(=O)c1ccccc1	-1	i	41	6	-2	-6	0	-6	-2	1
53	O=C(COC(=O)CSc1ccc(F)cc1)NNC(=O)c1ccc([N+](=O)[O-])cc1	0	i	7	5	-6	-6	-1	.	-2	4
54	Cc1c(C(=O)N2CCCCC2)nnn1-c1nonc1N	9	i	17	8	-17	0	-2	0	0	0
55	CCOc1ccc(S(=O)(=O)NCCCN2CCOCC2)c2ccccc12	12	i	14	5	1	-1	1	4	0	8
56	CC(=O)Oc1ccc([C@@H]2COc3c(ccc4c3C=CC(C)(C)O4)C2)c(OC(C)=O)c1	-1	i	19	4	33	20	0	.	-1	9
57	N=c1ccn(Cc2ccc(Cl)cc2Cl)cc1	-2	i	14	.	-7	-4	-6	1	.	12
58	COc1ccc(NC(=O)Cn2c(NCC(C)O)nc3ccccc32)cc1Cl (centres undefined)	-4	i	6	1	3	9	2	2	2	3
59	CCO[C@@H]1OC(C(=O)NC2CC2)=C[C@H](c2ccc(Br)cc2)[C@H]1CCCO	2	i	23	-4	-9	3	2	.	-1	47
60	CCOc1ccc(CN2CCN(Cc3ccc4cc(F)ccc4n3)CC2CCO)cc1 (centres undefined)	-1	i	3	3	-4	-7	2	-3	-3	0

Continued:
item	Structure	Platelet DG rel	PolyA inh	AI-2 QS modul	HDAC3 inh	HSF-1 act	HSF1 inh	GSK3beta inhib	HSP90 inh	GSK3A inh	DYRK1A inh
61	Cc1ccnc(NC(=O)/C=C/c2ccccc2[N+](=O)[O-])c1	11	i	20	2	?	29	1	2	0	.
62	Cc1ccc(NC(=S)N2CCCCC2CO)cc1C (centres undefined)	-3	i	9	-7	-9	2	0	-5	-3	-1
63	CC1(C)C2CCC(C2)C1(C)NC(=O)CN1CCCC1 (centres undefined)	1	i	10	-8	8	1	11	-1	-2	-4
64	CC1(C)Cc2c(sc(NC(=O)/C=C/C(=O)O)c2C#N)CO1	2	i	-3	7	-27	-8	6	0	0	1
65	COc1ccc(-c2nnc(SC(C)C(=O)Nc3nccs3)n2Cc2ccccc2)cc1OC (centres undefined)	-4	i	6	0	4	5	0	-3	2	-7
66	CN1CCN(C(=O)c2cnn(-c3ccccc3)c2NC(=O)c2ccc([N+](=O)[O-])cc2)CC1	-12	i	23	0	7	-3	9	4	1	-2
67	COC(=O)/C=C1\S/C(=N/N=C/c2ccc(Cl)cc2)NC1=O	?	i	18	-4	0	-4	3	-6	-1	10
68	O=[N+]([O-])c1ccc(N2CCN(S(=O)(=O)c3ccccc3)CC2)cc1N1CCc2ccccc2C1	-6	i	0	5	1	-3	0	-3	-6	2
69	CCc1cc2c(=O)n(CCC(C)C)c(=S)[nH]c2s1	4	i	13	-8	24	10	-1	-2	-4	.
70	CC(C)(C)C(=O)NC(=S)Nc1ccc(C(F)(F)F)cc1	3	i	10	-13	19	12	-2	-3	4	2
71	CCOC(=O)C1=C(C)Nc2nc(SCC(=O)OC)nn2C1c1cc(F)cc(F)c1 (centres undefined)	3	i	17	8	5&1	5&-5	0	-2	0	-1&2
72	Cc1cc(C(=O)CSc2nnc(N)s2)c(C)n1C1CC1	-1	i	12	8	48	14	5	.	-5	-4
73	COc1ccc2nc(NC(=O)CSCc3c(C)noc3C)sc2c1	14	i	?	7	-2	5	-8	.	3	25
74	Cc1ccc2[nH]c(=O)c(CNS(=O)(=O)c3ccccc3)c(-c3ccccc3)c2c1	6	i	-3	-2	12	-4	-1	-1	11	-4
75	COCCN1C(=O)c2ccccc2C(C(=O)Nc2ccc3c(c2)OCCO3)C1c1ccc(F)cc1 (centres undefined)	-1	i	24	-6	9	-5	1	1	-1	-4

These rows are one share of the data. The share of hits here may be higher or lower than overall.
